ERAP1 inh – inhibitors of human ERAP1 aminopeptidase | Q9NZ08 | recombinant ERAP1, Leu-AMC fluorescence, 60 min | inhibition, % at 10.7 µM | 340,000 compounds, 0.15% hits;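 active = mean replicate inhibition of at least 30%, or all replicates individually reaching that 30% level; inactive = mean below 30% and not every replicate reaching it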;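 note: 0% = neutral control wells and 100% = L-leucinethiol positive control wells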
RAD52 anneal inh – blocks human RAD52 DNA annealing. recombinant RAD52 DNA annealing, FRET fluorescence. AID 651710. inhibition, % at 18.7 µM. P43351. 360,000 compounds, 0.46% hits;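 active = every replicate showing at least 50% inhibition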
miR-122 sensor – miR-122 inhibition in Huh7 cells; Huh7 miR-122 Renilla luciferase sensor, 48 h; neutral wells = 0, positive control = 100; activation (reporter increase), % at 12.5 µM; 340,000 compounds, 0.3% hits; AID 602342;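 active = mean replicate activation score at least 90 and every replicate individually at or above 90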;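 note: higher luciferase means less miR-122 activity so hits act as miR-122 inhibitors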
E-selectin induc – induces E-selectin expression in human endothelial cells; activation, % at 7.58 µM; AID 686992; 260,000 compounds, 0.37% hits; HUVEC E-selectin immunofluorescence imaging; normalized: neutral wells 0, TNF-alpha wells 100;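 active = mean E-selectin-positive cell signal at least 10% of the positive control, reached in at least 60% of replicates, without over 20% cell loss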;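 note: in these data hits start at about 27%; measured in HUVEC primary endothelial cells; signal is the percent of cells scored E-selectin positive by PE staining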
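Test system: HUVEC; input: 3,000 HUVEC/well; measured by: immunofluorescence imaging; read-out: % PE-positive cells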
PGC1a acetyl inh – PGC1a acetylation modulation, inhibitor mode. U2OS PGC1a acetylation, AlphaScreen anti-acetyl-lysine; with virally co-expressed GCN5 acetyltransferase. 350,000 compounds, 0.17% hits. inhibition, % at 15.6 µM. AID 651687;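 active = every replicate shows inhibition of at least 40%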;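 note: 0% = neutral control wells and 100% = positive control wells; some results beyond the cut were filed as inactive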
Cneo AK release – Cryptococcus neoformans lysis via adenylate kinase release; lysis activity, % at 15 µM; C. neoformans lysis, adenylate kinase release luminescence, 4 h; normalised: neutral wells 0, clomiphene wells 100; 360,000 compounds, 0.2% hits;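 active = mean lysis activity across replicates of at least 80%, whatever share of replicates individually reach that level; inactive = mean lysis activity below 80%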
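Material – log-phase Cryptococcus neoformans yeast cells · Input – 5 × 10^6 yeast cells/mL · Medium – fresh YPD growth medium · Doses – single compound concentration per well · Timing – static 4 h at 37 °C with compound, 1 h detection · Detection – adenylate kinase release luminescence · Read-out – signal increase indicating cell lysis · Control set – Clomiphene as positive lysis control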
RAD54 branch – blocks human RAD54 Holliday junction branch migration; Q92698; FAM/BHQ fluorescence; inhibition, % at 10.4 µM; 360,000 compounds, 0.14% hits;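 active = mean normalized replicate activity at least 40 and at least half of replicates scoring 40 or more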;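 note: 0% = median of neutral control wells and 100% = median of positive control wells; inhibitors cause a drop in the FAM fluorescence signal; in these data hits start at about 50%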
Target sequence (Q92698 whole entry, looked up): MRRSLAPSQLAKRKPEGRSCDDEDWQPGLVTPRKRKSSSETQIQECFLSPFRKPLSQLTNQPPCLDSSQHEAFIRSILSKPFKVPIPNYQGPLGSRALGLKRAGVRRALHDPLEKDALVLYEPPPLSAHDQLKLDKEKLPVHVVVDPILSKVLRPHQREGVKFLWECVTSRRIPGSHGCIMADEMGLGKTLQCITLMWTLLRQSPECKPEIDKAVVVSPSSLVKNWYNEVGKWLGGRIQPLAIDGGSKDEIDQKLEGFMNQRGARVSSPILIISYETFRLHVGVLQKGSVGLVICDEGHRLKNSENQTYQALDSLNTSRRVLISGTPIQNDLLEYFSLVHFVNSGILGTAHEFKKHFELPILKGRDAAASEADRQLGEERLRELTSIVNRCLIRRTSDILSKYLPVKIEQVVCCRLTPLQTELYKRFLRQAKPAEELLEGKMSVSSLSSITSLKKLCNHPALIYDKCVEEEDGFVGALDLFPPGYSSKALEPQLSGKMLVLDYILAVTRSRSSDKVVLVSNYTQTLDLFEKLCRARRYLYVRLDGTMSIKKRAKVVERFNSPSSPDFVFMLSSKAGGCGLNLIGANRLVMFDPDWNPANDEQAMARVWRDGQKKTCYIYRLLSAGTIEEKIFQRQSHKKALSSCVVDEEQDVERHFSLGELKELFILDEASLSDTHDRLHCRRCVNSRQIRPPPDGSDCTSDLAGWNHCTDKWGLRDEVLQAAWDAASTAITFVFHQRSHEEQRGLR
PglD inh – blocks C. jejuni PglD acetyltransferase activity; 360,000 compounds, 0.098% hits; inhibition, % at 12.5 µM; purified PglD enzyme, DTNB colorimetric CoA detection; in the data active = inhibition above about 16%, passing the limit was not always enough; note: strong numbers were not always called active
Active calls of the source: *; x = no result given; [ ] = remark or other dose. Outcome played no part in choosing rows. About 1.4% of those tested had a hit in this group.

SMILES | ERAP1 inh | RAD52 anneal inh | miR-122 sensor | E-selectin induc | PGC1a acetyl inh | Cneo AK release | RAD54 branch | PglD inh
C[C@@H]1CCCCO[C@H](CN(C)Cc2ccc(C(F)(F)F)cc2)[C@@H](C)CN([C@H](C)CO)C(=O)c2cc(NC(=O)Nc3ccc4c(c3)OCO4)ccc2O1 | -4 | 9 | -8[16.7 µM] | -0.1 | -7 | -4 | -12 | 1
CC(C)(C)c1ccc(COC(=O)CN2C(=O)NC3(CCCC3)C2=O)cc1 | -5 | -7 | x | x | x | 3 | -6 | -2
COCC(=O)N(C)C[C@H]1Oc2ncc(-c3ccc(C#N)cc3)cc2C(=O)N([C@@H](C)CO)C[C@H]1C | 2 | 3 | -2[16.7 µM] | -0.8 | 5 | 3 | 5 | -1
CCOC(=O)C1=C(O)CSC1=Nc1ccc(Cl)cc1 | x | x | -5 | x | x | -3 | 2 | 3
Cc1noc(C)c1NC(=O)Nc1ccc2c(c1)CC(=O)N([C@@H](C)CO)C[C@H](C)[C@H](CN(C)C(=O)NC(C)C)O2 | x | x | 5[16.7 µM] | -0.2 | -10 | 45 | 5 | 3
COc1cccc(NC(=O)CN2C(=O)NC(C)(CCC(C)C)C2=O)c1 (configuration not stated) | 0 | -6 | 4 | x | 3 | -2 | 3 | 1
CC(=O)NCC1(c2ccccc2)CCN(CCCC(=O)c2ccc(F)cc2)CC1 | 0 | -15 | -7 | 0.3 | -1 | -1 | 8 | 4
CCNC(=O)C[C@H]1CC[C@@H]2[C@H](COc3ccc(NC(=O)Nc4cccc(Cl)c4)cc3C(=O)N2C)O1 | -1 | 8 | -25[16.7 µM] | 0.1 | 7 | 1 | -14 | 1
Cc1ccc(S(=O)(=O)NC23CC4CC(CC(C4)C2)C3)cc1 | -2 | -4 | 106* | -0.4 | -32 | 1 | -4 | 0
COCC(=O)N1[C@H](C(=O)NCc2ccccc2Cl)[C@@H](CO)[C@@H]2Cn3c(cccc3=O)[C@@H]21 | 1 | -2 | x | 0.6 | -13 | x | x | x
C[C@@H]1CN([C@H](C)CO)S(=O)(=O)c2ccc(/C=C/c3ccccc3)cc2O[C@H]1CN(C)Cc1cccnc1 | -6 | 15 | x | -0.2 | -10 | x | x | x
CCCn1c(SCC(=O)NCc2ccccc2)nnc1-c1ccncc1 | x | x | -4 | x | -4 | -2 | 0 | -3
CN1c2ccc(-c3ccccc3)cc2[C@@H]2[C@@H](CCN2C(=O)Cc2cccnc2)[C@@H]1CO | -1 | -11 | 0[16.7 µM] | 0.1 | 5 | 0 | 7 | -4
NC(N)=NCCC[C@H](NC(=O)OCc1ccccc1)C(=O)O | -4 | -30 | 0 | 0.0 | 1 | -1 | -9 | 1
C[C@@H]1CCCCO[C@@H](CN(C)C(=O)NC2CCCCC2)[C@H](C)CN([C@@H](C)CO)C(=O)c2cc(NC(=O)c3ccncc3)ccc2O1 | -1 | -11 | -2[16.7 µM] | 0.1 | 9 | 55 | 3 | 0
CC(C)CC(C(=O)O)C(C)CC(=O)Nc1ccn(-c2ccccc2)n1 (configuration not stated) | x | x | -6 | x | 7 | -5 | -12 | 0
COc1cccc(S(=O)(=O)N[C@H]2CC[C@@H](CCn3cc(-c4ccccn4)nn3)O[C@@H]2CO)c1 | 0 | -13 | x | 0.4 | 2 | 0 | 0 | 0
CCOC(=O)C1CCN(C(=O)COC(=O)C2CCN(S(=O)(=O)c3ccc(C)c(C)c3)CC2)CC1 | -1 | -8 | -8 | 0.7 | x | 1 | -2 | -4
Cc1nnc(SC(C)C(=O)Nc2ccc(N3CCOCC3)cc2)n1Cc1ccccc1 (configuration not stated) | -4 | 0 | 1 | 0.5 | -23 | 1 | 0 | 3
CCN1CCN(c2nnc(-c3ccc(F)cc3)c3ccccc23)CC1 | 3 | -3 | -21 | 0.6 | x | x | x | x
Cc1ccc2c(CN(Cc3ccccc3)Cc3ccccc3)cc(=O)oc2c1 | -2 | -30 | 3 | x | -64 | -2 | -4 | -4
c1n[nH]c(SCCCCSc2ncn[nH]2)n1 | x | x | -2 | x | -3 | 0 | 2 | 1
C[C@H](CO)N1C[C@H](C)[C@@H](CN(C)S(=O)(=O)c2ccccc2)Oc2ncc(C#CC3(O)CCCC3)cc2C1=O | -3 | -14 | 1[16.7 µM] | -0.1 | -7 | -1 | 4 | -2
O=c1cc(-c2ccc3c(c2)OCCO3)oc2ccc(Cl)cc12 | x | x | x | -0.1 | x | -5 | -29 | -3
C[C@@H]1CN([C@H](C)CO)C(=O)c2cc(C#CC3(O)CCCC3)cnc2O[C@@H]1CN(C)Cc1ccccn1 | -5 | -9 | 5[16.7 µM] | 0.3 | 3 | 9 | -15 | 7

The list continues.
SMILES | ERAP1 inh | RAD52 anneal inh | miR-122 sensor | E-selectin induc | PGC1a acetyl inh | Cneo AK release | RAD54 branch | PglD inh
O=C(Oc1c(Cl)cc(Cl)c2cccnc12)N1CCCCC1 | x | x | -12 | x | -6 | 1 | -19 | 0
Cc1ccc2sc(N(CCCN(C)C)C(=O)c3nc4ccccc4s3)nc2c1C | x | 11 | 4 | 0.0 | 2 | 0 | 2 | 2
O=C(O)CCCNS(=O)(=O)c1ccc2c(c1)OCCCO2 | x | x | -4 | -0.1 | 2 | -6 | 4 | 1
CCC(C(=O)NCCCN1CC(C)CC(C)C1)n1ncn2c(cc3occc32)c1=O (configuration not stated) | 5 | -2 | 1 | x | 9 | -2 | 2 | 3
CCc1ccc(NC(=O)c2cc(S(=O)(=O)N3CCCC3)ccc2F)cc1 | 6 | 1 | -11 | 0.0 | x | 2 | 1 | 1
COc1cc2[nH]c(=O)n(CCC(=O)N3CCN(Cc4ccccc4)CC3)c(=O)c2cc1OC | x | -10 | -6 | -0.3 | 2 | -2 | -2 | 1
COc1ccc(OC)c(C2=NOC(C(=O)NCc3cccnc3)C2)c1 (configuration not stated) | 1 | -11 | 16 | 0.0 | -3 | 8 | -8 | -3
O=C(CCn1cnc2ccccc2c1=O)Nc1cccc(Cl)c1 | x | x | -1 | x | 10 | -2 | 4 | 6
CCOC(=O)c1c(NC(=O)CSc2nnc(-c3c[nH]c4ccccc34)n2CCOC)sc2c1CCCCC2 | 2 | -6 | x | -0.1 | x | 3 | -4 | 2
C=CCOc1ccc(/C=C/C(=O)OCC(=O)N2CCC(c3ccccc3)=N2)cc1 | -4 | -13 | 1 | x | 2 | -2 | 3 | 1
COc1cccc(N2C(=O)CC(Nc3ccc(N4CCOCC4)cc3)C2=O)c1 (configuration not stated) | x | x | x | x | 9 | 3 | -3 | -2
COc1ccc(C#Cc2ccc([C@@H]3[C@H](CO)N4C(=O)CN(C(=O)c5ccncc5)C[C@@H]34)cc2)cc1 | 2 | -8 | x | 1.8 | 5 | x | x | x
Cc1ccc2c(c1)sc1nc(=O)n(-c3ccc(Cl)cc3)c(=O)n12 | x | x | 6 | x | 1 | 4 | 2 | 3
CCOC(=O)c1cnc(-n2nc(C)cc2C)nc1Oc1ccc(C#N)cc1 | 2 | -10 | 1 | 2.2 | -2 | 5 | -2 | -5
C[C@@H]1CCCCO[C@@H](CN(C)C(=O)Nc2cccc3ccccc23)[C@H](C)CN([C@H](C)CO)C(=O)c2cc(NC(=O)C3CCCCC3)ccc2O1 | -3 | -20 | -19[16.7 µM] | 3.0 | -12 | -3 | -7 | 0
Cc1cc(Nc2ccc(Cl)cc2)nc(N)n1 | x | x | -11 | x | x | -1 | -5 | -3
COc1ccc(C(C)=O)cc1CSc1nc2ccccc2c(=O)n1-c1ccccc1C | -5 | -15 | 3 | 0.8 | 3 | 2 | 5 | -4
CCC1CCCCN1Cc1nc(Cc2ccccc2Cl)no1 (configuration not stated) | 2 | -5 | -4 | 0.4 | 5 | -3 | -7 | 0
CN(C)CCN1C(=O)NC(C)(c2ccc([N+](=O)[O-])cc2)C1=O (configuration not stated) | -3 | -5 | -2 | x | 4 | 0 | -5 | 7
CCOC(=O)N1CCC(n2c(SCC(=O)Nc3nccs3)nc3ccsc3c2=O)CC1 | x | x | -7 | x | -10 | 0 | 13 | -3
O=C(NCc1ccc(F)cc1)C1CCN(S(=O)(=O)N2CCCCC2)CC1 | 1 | -15 | -3 | x | -8 | 2 | -8 | 0
CCC(=O)N(C)C[C@@H]1[C@@H](c2ccc(-c3cccnc3)cc2)[C@H](CO)N1C(C)=O | -1 | -10 | 14[16.7 µM] | 0.0 | 10 | 8 | -1 | 0
CN(C)c1ccc2c(c1)[C@@H]1C[C@H](CC(=O)O)O[C@H](CO)[C@@H]1O2 | 3 | -44 | -5[16.7 µM] | 0.6 | 3 | -6 | -9 | -3
O=C(Nc1ccc2c(c1)CCC2)c1ccccc1Br | 1 | -9 | x | 0.9 | 4 | x | x | x
COc1ccc(CN(C(=O)c2ccco2)c2ccc(Br)cc2)cc1OC | x | x | 2 | x | -8 | -1 | 9 | -3

A draw from above in order of number of heavy atoms, lowest first:
SMILES | ERAP1 inh | RAD52 anneal inh | miR-122 sensor | E-selectin induc | PGC1a acetyl inh | Cneo AK release | RAD54 branch | PglD inh
O=C(CCn1cnc2ccccc2c1=O)Nc1cccc(Cl)c1 | x | x | -1 | x | 10 | -2 | 4 | 6
COc1cccc(NC(=O)CN2C(=O)NC(C)(CCC(C)C)C2=O)c1 (configuration not stated) | 0 | -6 | 4 | x | 3 | -2 | 3 | 1
CCOC(=O)c1c(NC(=O)CSc2nnc(-c3c[nH]c4ccccc34)n2CCOC)sc2c1CCCCC2 | 2 | -6 | x | -0.1 | x | 3 | -4 | 2
C[C@@H]1CCCCO[C@@H](CN(C)C(=O)Nc2cccc3ccccc23)[C@H](C)CN([C@H](C)CO)C(=O)c2cc(NC(=O)C3CCCCC3)ccc2O1 | -3 | -20 | -19[16.7 µM] | 3.0 | -12 | -3 | -7 | 0

(further entries)
SMILES | ERAP1 inh | RAD52 anneal inh | miR-122 sensor | E-selectin induc | PGC1a acetyl inh | Cneo AK release | RAD54 branch | PglD inh
CCn1cc(C(=O)Nc2ccccc2C(=O)OC)cn1 | x | -20 | 1 | 6.0 | 2 | 9 | -11 | 3
CCn1c(Cc2cccs2)nnc1SCC(=O)NC1CC1 | -1 | -3 | -3 | 0.9 | 1 | -2 | -4 | -4
Cc1ccc(OC(=O)N2CCOCC2)cc1 | x | x | -11 | x | 2 | 2 | 0 | -8
COc1ccc(NC(=O)C2CCCN2S(=O)(=O)c2cccc3cccnc23)cc1OC (configuration not stated) | 4 | -6 | 7 | x | 2 | 1 | 2 | 13
C=CCNC(=S)Nc1ccc2nc(C)oc2c1 | -2 | -6 | -4 | -0.6 | -11 | 1 | -6 | -3
CCOc1ccccc1C1CC(c2ccc(Br)cc2)Nc2nc(N)nn21 (configuration not stated) | x | -7 | x | 0.0 | x | -3 | -17 | -1
CO[C@@H]1CN(C)C(=O)c2cc(NC(=O)Nc3ccccc3)ccc2OC[C@H](C)NC[C@@H]1C | x | 2 | 1[16.7 µM] | -0.2 | x | -9 | 9 | -3
CC1CCCN(CC(=O)Nc2ccc(S(=O)(=O)N3C(C)CCCC3C)cc2)C1 (configuration not stated) | 1 | 3 | 30 | 0.9 | x | 2 | 2 | 0
Cc1ccc(NC(=O)NCCCN2CCCC2=O)cc1C | -2 | -10 | 1 | x | x | -1 | 11 | -2
Cc1ccc(CNC(=O)CCC2CCCN(Cc3cccc4cccnc34)C2)o1 (configuration not stated) | -4 | -13 | -1 | -3.7 | -2 | 0 | -5 | -3
CCOC(=O)Cc1csc(NS(=O)(=O)c2cccc([N+](=O)[O-])c2)n1 | -1 | -2 | 0 | 0.2 | 6 | -1 | 3 | -3
COc1cccc(NC(=O)CNC(=O)Cn2cnc3sc4c(c3c2=O)CCCC4)c1 | 0 | -5 | x | x | x | 2 | 10 | -7
CCOC(=O)CN(C(=O)CNC(=O)c1ccco1)C(C(=O)NC1CCCC1)c1ccccc1OCC (configuration not stated) | x | x | 10 | x | -6 | -2 | -15 | -3

Compound activity (PubChem BioAssay)
